HCV inhibitor: blocks hepatitis C virus. Huh7.5.1 HCVcc-Cre infection, luciferase reporter, 44 h. Potency, µM (doses to about 41.8 µM), for inactives: at the top dose activity change, negative = inhibition, actives largely listed as inhibitors. 340,000 tested, 3.4% active; note: potency is the fitted concentration of half-maximal effect; % is set by controls: 0 for no effect and ±100 for the full control effect
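Cells (1,000/well) were plated 4 h before compound, then infected with HCVcc-Cre virus (~0.5 moi). After 44 h further culture, infection was read as luciferase luminescence following a 15 min substrate incubation at room temperature.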
Pf growth 96h: P. falciparum growth inhibition at 96 hour, primary screen for plastid delayed-death inhibitors | P. falciparum luciferase reporter growth, 96 h | 320,000 tested, 6.9% active | AID 504834 | Potency, µM (top dose mostly 28.7 µM), for inactives: at the highest dose activity change, negative = inhibition, most hits filed as inhibitors; note: potency is the fitted concentration of half-maximal effect; % is set by controls: 0 for no effect and ±100 for the full control effect
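Cell-based qHTS: luciferase-tagged P. falciparum in erythrocytes (2% hematocrit, 0.05% parasitemia final) incubated with compounds for 96 hours, 37 C, 5% CO2; luciferase detection reagent then added and luminescence measured.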
LmPK inhibitor: inhibitors of Leishmania mexicana pyruvate kinase; Q27686; purified LmPK, Kinase-Glo ATP luminescence, 1 h; Potency, µM (top dose mostly 57.5 µM), inactives show top-dose activity change, negative = inhibition, most hits filed as inhibitors; 290,000 tested, 0.37% active; note: potency is the fitted concentration of half-maximal effect; % is set by controls: 0 for no effect and ±100 for the full control effect
Target sequence (Q27686 whole entry, looked up): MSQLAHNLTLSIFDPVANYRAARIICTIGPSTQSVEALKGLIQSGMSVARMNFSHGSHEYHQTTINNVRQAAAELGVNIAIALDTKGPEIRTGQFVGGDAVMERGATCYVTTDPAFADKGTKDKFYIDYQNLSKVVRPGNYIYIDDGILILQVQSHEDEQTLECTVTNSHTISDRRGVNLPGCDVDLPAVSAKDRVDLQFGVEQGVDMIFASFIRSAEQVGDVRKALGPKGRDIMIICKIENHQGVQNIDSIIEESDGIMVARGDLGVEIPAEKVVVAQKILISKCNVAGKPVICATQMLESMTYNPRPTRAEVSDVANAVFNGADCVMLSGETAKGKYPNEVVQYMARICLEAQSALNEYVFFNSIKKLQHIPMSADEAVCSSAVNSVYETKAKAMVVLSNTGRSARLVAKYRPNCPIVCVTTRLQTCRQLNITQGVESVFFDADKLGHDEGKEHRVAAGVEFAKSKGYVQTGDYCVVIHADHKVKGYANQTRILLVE
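In 50 mM imidazole pH 7.2 with 7 mM MgCl2, LmPK (0.1 nM) turned over PEP (0.5 mM) and ADP (0.1 mM) for 1 h at room temperature. Luciferase read-out of ATP.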
Pf growth 48h: P. falciparum growth inhibition at 48 hours (one generation); P. falciparum luciferase growth in erythrocytes, 48 h; Potency, µM (titrated, usually from 28.7 µM), for inactives: at the top dose activity change, negative = inhibition, hits mostly inhibitors; 310,000 tested, 5.9% active; AID 504832; note: potency is the fitted concentration of half-maximal effect; % is set by controls: 0 for no effect and ±100 for the full control effect
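In quantitative HTS format, infected erythrocytes bearing luciferase-reporter parasites were treated for a single generation at 37 C. Luminescence after adding detection reagent served as the growth measure.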
TbPYK inhibitor: T. brucei pyruvate kinase inhibition; Q57TT1; TbPYK enzyme, Kinase-Glo Plus ATP luminescence, 45 min; Potency, µM (highest dose often 76.8 µM), for the others: at the top dose activity, negative = inhibition, hits mostly inhibitors; 410,000 tested, 0.12% active; AID 624173; note: potency is the fitted concentration of half-maximal effect; % is set by controls: 0 for no effect and ±100 for the full control effect; nearly all actives have a fitted effect of over 50% in size
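T. brucei PYK with substrate was exposed to pin-transferred compounds across a concentration series, then started with 130 uM ADP (final). After 45 min at room temperature, Kinase-Glo Plus luminescence was read, normalized and curve-fitted.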
Shiga toxin inh: blocks Shiga toxin action in Vero cells; AID 2315; Vero cells, Shiga toxin protein synthesis inhibition reporter; 290,000 tested, 9.2% active; inhibition, % at 38.7 µM; in the data active = inhibition mostly above about 28%, no sharp cut-off; inactive = mostly below about 43%; note: 0% is about no effect
CHX counter: counter-screen for Shiga toxin inhibitors: cycloheximide protein synthesis inhibition; AID 2314; 300,000 tested, 12% active; max response, %; cell reporter, cycloheximide protein synthesis inhibition counterscreen; in the data active = max response mostly above about 13%, no sharp cut-off; inactive = mostly below about 14%; note: read at 38.3 µM for the half of the compounds with a filed dose; 0% is about no effect
Starred values were filed as active, the others as inactive; ? = inconclusive; . = not tested or not shown; & = joins results of further samples; [ ] = remark or other dose. Unless noted, calls come from the whole dose curve; as a rule, active = well fitted curve in the direction sought with a large enough effect; inconclusive = small, poorly fitted or top-dose-only effect, or another doubt; inactive = no such curve, though single readings can be large; an effect the other way counts as inactive or inconclusive.

SMILES	HCV inhibitor	Pf growth 96h	LmPK inhibitor	Pf growth 48h	TbPYK inhibitor	Shiga toxin inh	CHX counter
O=C(NCc1ccccn1)c1cn(Cc2ccccc2)nn1	20%	.	-9%	4%	-1%	-10	2
COC(=O)CN1C(c2ccc(Cl)cc2)=Nc2ccc(Cl)cc2C1c1ccccc1 (stereo unspecified)	?	3.3µM*	0%	2.6µM*	-3%	12	5
NC(=O)Cn1cc(/C=N/NC(=O)c2ccc(Cn3cc(Cl)cn3)o2)c(-c2ccccc2)n1	8%	-18%	-10%	4%	-4%	-4	7
Cc1ccccc1NC(=O)c1ccc2c(c1)CCN2S(C)(=O)=O	?	?	4%	-14%	-2%	13	2
CCCc1cc(=O)[nH]c(SCC(=O)c2ccc(S(=O)(=O)N3CCCC3)cc2)n1	1%	?	21%	-26%	-21%	-2	7
CCc1ccc(NC(=O)N(Cc2cccnc2)Cc2ccco2)cc1	4%	.	5%	-23%	-2%	20	2
Nc1nnc(SCC(=O)N2CCN(c3ccccc3)CC2)s1	7%	.	3%	28%	-1%	-9	0
O=C(Nc1ccc(N2CCOCC2)cc1)c1cc(F)c(F)cc1Cl	-6%	10%	0%	33%[activator]	-3%	56*	35*
CCCCCC1CCC(c2ccc(/C(N)=N/O)cc2)CC1 (stereo unspecified)	-2%	9%	6%	-4%	0%	-5	-2
CO/N=C(/C(=O)NC1C(=O)N2C(C(=O)O)=C(CSc3nc(=O)c(O)nn3C)CSC12)c1csc(N)n1 (stereo unspecified)	.	11%	.	4%	0%	.	.
Cc1ccc(S(=O)(=O)N2CCN(C)CC2)cc1C	6%	29%	0%	19%	-3%	-9	1
CN(Cc1cccnc1)C(=O)CC1C(=O)NCCN1CC(c1ccccc1)c1ccccc1 (stereo unspecified)	17%	19%	-2%	14%	0%	23	2
Fc1ccc(-c2csc(NC3=NCCC3)n2)cc1	?	36%[activator]	-3%	19%	-10%	109*	21*
CCCn1cc(CN2CCC(n3nccc3NC(=O)c3ccccc3)CC2)c(C)n1	-11%	14%	-6%	2%	1%	6	-1
Cc1ccc(-c2ccc(CCC(=O)O)o2)cc1	17%	97%[activator]	-4%	-3%	?	45*	38*
O=C(c1cccs1)N(CCO)Cc1cc2cc3c(cc2[nH]c1=O)OCCO3	.	?	6%	4%	.	-4	1
O=C(Nc1c(C(=O)N2CCCC2)cnn1-c1ccccc1)c1cccc(F)c1	2%	23%	1%	-5%	6%	6	-5
CNC(=S)NC1CC2CCC(C1)N2Cc1ccccc1 (stereo unspecified)	16%	174%[activator]	5%	8%	6%	-4	1
Cc1nc(NC(=O)CCC(=O)O)sc1C(=O)N(C)C	15%	-4%	-5%	46%	1%	6	-1
CN(C)S(=O)(=O)c1ccc2c(c1)c(=O)c(C(=O)N1CCN(c3ccccn3)CC1)cn2C	10%	?	14%	.	-1%	-6	-1
COc1ccc(CCNc2cc(C)nc(N)n2)cc1OC	-18%	?	1%	-19%	-5%	-11	-3
Clc1ccc(CNc2nc(CN3CCOCC3)nc3scc(-c4ccccc4)c23)cc1	?	3.7µM*	1%	?	-18%	-2	1
COc1ccccc1-n1c(SCC(=O)O)nc2c(sc(=S)n2-c2ccc(Cl)c(C)c2)c1=O	16%	25%	11%	?	-1%	23	-3
O=C(N=C1SC2CS(=O)(=O)CC2N1c1ccc(Cl)cc1)C1CCCO1 (stereo unspecified)	8%	4%	-3%	-13%	-2%	6	-1
CNC(=O)C1CC(=O)N(CCc2ccc(C)cc2)C1 (stereo unspecified)	15%	16%	2%	33%[activator]	0%	8	1
Cc1cc(C)c(C(=O)Nc2cccc(F)c2)c(Cl)n1	-4%	-3%	8%	23%	-1%	1	-6
COC(=O)c1ccccc1NC(=O)CSCC(=O)Nc1ccccc1	6%	-7%	3%	-1%	6%	-14	-5
C/C(=C\c1ccccc1)CN1CCN(C)CC1	-9%	0.052µM*	-6%	-14%	-15%	-3	0
N#Cc1cccc(C(=O)Nc2ccccc2C(=O)NC2CC2)c1	?	-8%	.	4%	-8%	.	.
COCCn1c(CN2CCN(c3cccc(Cl)c3)CC2)nc2c1c(=O)n(C)c(=O)n2C	?	?	0%	.	-1%	-3	-5
CCOC(=O)c1c(NC(=O)CSc2nnnn2-c2ccccc2)sc2c1CCC(C)C2 (stereo unspecified)	-8%	21%	6%	.	5%	1	-1
O=C(/C=C/c1ccccc1F)c1ccoc1	14%	37%[activator]	-12%	10%	-13%	123*	26*
COc1ccc(S(=O)(=O)Cc2ccc(C(=O)NCc3ccc(F)cc3)o2)cc1	.	?	6%	.	.	-9	-1
CCCc1cc(=O)[nH]c(SCC(=O)Nc2ccc(C)cc2)n1	12%	?	-1%	6%	1%	-19	-3
COc1ccc(OC)c(CNC(=O)CCc2cn(C)c3ccccc23)c1	-17%	3.7µM*	-11%	8%	7%	-7	-2
CCCNC(=O)C(Cc1cccc(Br)c1)NC(=O)c1ccc(C#N)cc1 (stereo unspecified)	?	?	.	-17%	-2%	.	.
COC(=O)c1[nH]c2ccc(Br)cc2c1NC(=O)CN1CCCc2ccccc21	?	10µM*	-1%	?	0%	14	1
O=C(CSc1cn(CCNC(=O)c2c(F)cccc2F)c2ccccc12)NCC1CCCO1 (stereo unspecified)	-11%	-17%	-2%	-29%	2%	-15	-3
COc1ccc(NC(=O)C(c2ccc(OC)cc2)N(C)C(=O)c2cnccn2)cc1 (stereo unspecified)	20%	?	-9%	-16%	7%	14	12
CCCCCOc1ccc(C(C)(O)C(CN2CCOCC2)c2ccccc2)cc1 (stereo unspecified)	?	0%	-1%	?	-3%	9	-2
O=S(=O)(NCc1cc(-c2ccccc2Cl)no1)c1ccc(Cl)cc1	8%	12%	2%	11%	?	-9	1
CC(C)(C)C1CCc2nc(NC(=O)Cc3cn4ccsc4n3)sc2C1 (stereo unspecified)	22µM*	.	-1%	-12%	7%	146*	37*
CCOc1ccccc1C(=O)NCC(=O)OCC(=O)c1ccc2c(c1)OCCO2	22%	?	2%	19%	0%	17	6
CC(C)c1nc2sc3c(=O)[nH]c(=S)[nH]c3c2c2c1CCCC2	27%	67%[activator]	-2%	43%[activator]	0%	7	1
COc1ccc(CC(NC(C)=O)C(=O)NC2CCN(C(=O)NCc3ccccc3)CC2)cc1OC (stereo unspecified)	.	6%[5.75 µM]	5%	9%	2%	2	-6

Filtered by structure, those above with an aryl thioether with sulfur outside any ring (seven)
SMILES	HCV inhibitor	Pf growth 96h	LmPK inhibitor	Pf growth 48h	TbPYK inhibitor	Shiga toxin inh	CHX counter
CCCc1cc(=O)[nH]c(SCC(=O)c2ccc(S(=O)(=O)N3CCCC3)cc2)n1	1%	?	21%	-26%	-21%	-2	7
Nc1nnc(SCC(=O)N2CCN(c3ccccc3)CC2)s1	7%	.	3%	28%	-1%	-9	0
CO/N=C(/C(=O)NC1C(=O)N2C(C(=O)O)=C(CSc3nc(=O)c(O)nn3C)CSC12)c1csc(N)n1 (stereo unspecified)	.	11%	.	4%	0%	.	.
COc1ccccc1-n1c(SCC(=O)O)nc2c(sc(=S)n2-c2ccc(Cl)c(C)c2)c1=O	16%	25%	11%	?	-1%	23	-3
CCOC(=O)c1c(NC(=O)CSc2nnnn2-c2ccccc2)sc2c1CCC(C)C2 (stereo unspecified)	-8%	21%	6%	.	5%	1	-1
CCCc1cc(=O)[nH]c(SCC(=O)Nc2ccc(C)cc2)n1	12%	?	-1%	6%	1%	-19	-3
O=C(CSc1cn(CCNC(=O)c2c(F)cccc2F)c2ccccc12)NCC1CCCO1 (stereo unspecified)	-11%	-17%	-2%	-29%	2%	-15	-3

(cont.)
SMILES	HCV inhibitor	Pf growth 96h	LmPK inhibitor	Pf growth 48h	TbPYK inhibitor	Shiga toxin inh	CHX counter
Cc1cc(NCc2ccccn2)n2nc(C)c(-c3ccc(Cl)cc3)c2n1	4.5µM*	2.9µM*	10%	1.7µM*	7%	-13	5
O=C(NCCS(=O)(=O)c1ccc(Br)cc1)c1ccc(Cl)cc1	5%	75%[activator]	-5%	20%	0%	-15	1
Cc1ccc(NC2CCCN(C(=O)c3cc(C(C)C)[nH]n3)C2)cc1C (stereo unspecified)	.	8%	1%	-15%	3%	-8	8
O=[N+]([O-])c1ccc(NCc2ccc(Cl)cc2)nc1	5%	93%[activator]	4%	295%[activator]	2%	63*	39*
O=c1[nH]ncc(N/N=C\c2ccc(O)cc2O)c1Cl	1%	?	-10%	-1%	5%	-7	-1
Cc1nonc1NCn1nnc2ccccc21	4%	3%	-4%	4%	-1%	-18	-1
COc1cc(/C=C(\C#N)c2ccccn2)ccc1OCc1ccccc1Cl	?	2.3µM*	5%	1.9µM*	0%	2	10
Cc1ccc(/C(N)=N/OC(=O)CCc2ccccc2)cc1	11%	217%[activator]	-1%	43%[activator]	2%	91*	33*
CCN(CC)CCCNC(=O)c1cn(CC(C)C)c(=O)c2c1c1ccccc1n2C	-16%	7%	2%	8%	-6%&-4%	-4	-3
Cc1nn(CC#N)c(=O)n1-c1cccc(F)c1	11%	.	1%	3%	-1%	-17	-6
CC(C)(C)NC(=O)CSCc1ccc(Br)cc1	12%	328%[activator]	3%	0%	3%	18	9
COCCNC(=O)CN1CCCCCC1	?	43%[activator]	2%	8%	5%	-5	-4
Cc1ccc(S(=O)(=O)Nc2cccc(C(=O)NCC(c3ccco3)N3CCCCC3)c2)cc1F (stereo unspecified)	?	-18%	.	?	1%	.	.
COc1ccc(C(=O)COC(=O)c2ccc(NC(C)=O)cc2)cc1[N+](=O)[O-]	-7%	?	-4%	7%	0%	-3	6
CSc1nnc(-c2sccc2-n2cccc2)o1	-9%	?	0%	?	-5%	-6	1
Cn1nc([N+](=O)[O-])c(C(C#N)c2nc3ccccc3n2C)c(Cl)c1=O (stereo unspecified)	11%	4%	-4%	-9%	-17%	-6	-3
COc1ccc(N2CCN(c3nc(Cl)nc(N4CCOCC4)n3)CC2)cc1	2%	?	4%	?	-5%	-2	-2
Cc1cc(C(=O)OCC(=O)NCc2ccco2)c(C)o1	-1%	32%[activator]	1%	19%	4%	1	14
COc1ccc(-c2c(C(F)(F)F)oc3cc(OCC(=O)Nc4ccccc4C(F)(F)F)ccc3c2=O)cc1OC	4%[0.335 µM]	?	2%	?	4%	-15	-3
C=CCn1c(O)c(C=Nc2ccccc2)sc1=S	-8%	?	5%	26%	4%	64*	28*
Cc1cccc(C)c1NC(=S)NCCc1ccccn1	14%	?	0%	?	-10%	-7	1
Cc1ccc(NC(=O)CN(C)C(=O)CSc2n[nH]c(N)n2)cc1	-22%	7%	-2%	1%	-5%	-16	-5
CCOC(=O)C1CCCN(S(=O)(=O)c2cccc3cccnc23)C1 (stereo unspecified)	-1%	.	7%	11%	7%	11	-1
COc1cccc(C(=O)N/N=C/c2ccc(OC3CSC3)cc2)c1	10%	.	6%	-8%	-7%	31	16
COc1cc(C(=O)N(Cc2ccccn2)CC2CCCO2)cc(OC)c1OC (stereo unspecified)	3%	.	2%	-8%	4%	-12	-2
CC1CCN(c2nc3c(cc2C#N)COC(C)(C)C3)CC1	-5%	20%	1%	?	-9%	-4	-4
COc1ccccc1NC(=O)CCn1c(=O)sc2ccccc21	?	7%	1%	19%	0%	13	1

Compound activity from PubChem BioAssay.
